Bioassay records deposited in PubChem BioAssay by National Center for Advancing Translational Sciences (NCATS).
LDHA block: blocks human lactate dehydrogenase A | P00338 | actives 0.15% (n = 480,000) | purified LDHA, NADH/diaphorase-resazurin fluorescence; active compounds read low | activity change, % (values are at about 110 or 230 µM); in the data active means activity change below about -30%; inconclusive means mostly about -25% to -30%;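 further: plate controls were DMSO wells for no effect and wells without enzyme for full effect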
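Resorufin fluorescence (ex540/em590), read at 0 and 20 min after diaphorase/resazurin addition, reports the NADH left after a 5 min room-temperature reaction of 2 nM human LDH5 with 0.06 mM NADH and 0.2 mM pyruvate.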
D2 PAM: D2 dopamine receptor (human) potentiation; P14416; HEK293 T-REx D2, calcium flux, EC20 dopamine potentiation; potentiation, % at 10 µM; actives 0.34% (n = 340,000); AID 485347;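 active means potentiation over 3 SD above the plate norm, cut at about 30% in these data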; further: 0% is about no effect
Target sequence (P14416 whole entry, looked up): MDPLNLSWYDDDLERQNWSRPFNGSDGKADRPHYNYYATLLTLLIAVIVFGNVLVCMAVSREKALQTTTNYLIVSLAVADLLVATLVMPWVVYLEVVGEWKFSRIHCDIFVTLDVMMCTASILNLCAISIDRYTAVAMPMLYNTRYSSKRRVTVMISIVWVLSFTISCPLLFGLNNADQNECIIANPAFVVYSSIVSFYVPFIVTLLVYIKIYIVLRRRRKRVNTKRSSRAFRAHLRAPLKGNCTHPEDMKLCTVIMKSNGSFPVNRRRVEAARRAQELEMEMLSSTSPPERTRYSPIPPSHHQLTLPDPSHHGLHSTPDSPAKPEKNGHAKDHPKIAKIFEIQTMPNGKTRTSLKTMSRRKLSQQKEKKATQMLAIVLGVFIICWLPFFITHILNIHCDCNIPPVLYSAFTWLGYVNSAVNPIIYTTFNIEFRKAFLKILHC
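Tetracycline-induced Hek293 Trex D2 cells, force-coupled to calcium, loaded with no-wash calcium dye. Compound added with 180 s kinetic read for agonism, then EC20 dopamine and a further 180 s read for potentiation.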
D1 ag: human D1 receptor agonism; HEK293 T-REx D1 cells, calcium flux, agonist mode; activation, % at 2 µM; actives 1% (n = 360,000); in the data active means activation above about 30%; further: 0% is about no effect
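Agonism was scored from calcium flux recorded over 180 s (1 read/s) after pintool compound addition, following a 10-cycle baseline. Cells were inducible force-coupled HEK293 TREx D1, plated overnight at 30 C and loaded with no-wash calcium dye.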
D1 potentiator: enhances dopamine response at the human D1 receptor; HEK293 TREx D1 cells, calcium flux, dopamine EC20 potentiation; actives 0.036% (n = 360,000); AID 504651; potentiation, % at 10 µM; in the data active means potentiation above about 30%; further: 0% is about no effect
Vif-A3G inh: blocks the Vif interaction with human APOBEC3G | actives 0.076% (n = 410,000) | Q9HC16 | HeLa A3G-eYFP + Vif (tagged APOBEC3G with the HIV-1 protein that degrades it), YFP fluorescence, overnight | Potency, µM (top dose mostly 46.1 µM), without a hit: top-dose activity, negative = active, most hits filed as inhibitors;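 further: potency means the concentration at half of the fitted maximal effect; on the % scale 0 is the no-effect control and ±100 the full control effect; nearly all actives have a fitted effect of over 60% in size; hits raise eYFP signal because A3G escapes Vif-driven loss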
Target sequence (Q9HC16 whole entry, looked up): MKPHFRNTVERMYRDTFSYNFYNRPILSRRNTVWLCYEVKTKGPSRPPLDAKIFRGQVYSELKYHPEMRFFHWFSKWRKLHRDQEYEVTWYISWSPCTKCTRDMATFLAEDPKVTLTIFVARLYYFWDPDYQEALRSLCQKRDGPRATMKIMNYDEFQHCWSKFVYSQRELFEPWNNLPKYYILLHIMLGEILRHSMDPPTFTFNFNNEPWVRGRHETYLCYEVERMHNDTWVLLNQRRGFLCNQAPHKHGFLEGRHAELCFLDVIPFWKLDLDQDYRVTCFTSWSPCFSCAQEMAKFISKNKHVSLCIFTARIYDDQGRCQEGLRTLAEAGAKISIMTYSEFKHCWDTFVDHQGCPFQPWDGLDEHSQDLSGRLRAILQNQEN
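HeLa cells stably expressing Vif and C-terminally eYFP-tagged A3G, seeded overnight at 37 deg C, then exposed to compound by pintool overnight at 37 deg C. Rise in yellow fluorescence (Ex 488/Em 500-530, Acumen) marks blocked Vif-driven A3G degradation.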
Vif-A3F inh: blocks the Vif interaction with APOBEC3F; Potency, µM (titrated, usually from 46.1 µM), without a hit: top-dose activity, negative = active; AID 602313; HeLa A3F-eYFP + Vif (tagged APOBEC3F with the HIV-1 protein that degrades it), YFP fluorescence increase; actives 0.2% (n = 390,000); further: potency means the concentration at half of the fitted maximal effect; % of control where 0% means no effect; nearly all actives have a fitted effect of over 65% in size
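Fluorescence increase (Ex 488/Em 500-530) after overnight compound treatment at 37 deg C flags inhibition of Vif-driven A3F-eYFP loss in stable HeLa A3F-eYFP/Vif cells seeded overnight beforehand.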
RXFP1 ag: activates the human relaxin receptor RXFP1; HEK293T-RXFP1 cAMP TR-FRET, 30 min; response scale: percent of porcine relaxin response, buffer zero; Potency, µM (series often up to 57.5 µM), without a hit: at the top dose activation, hits mostly activators; actives 0.3% (n = 370,000); further: potency means the concentration at half of the fitted maximal effect; on the % scale 0 is the no-effect control and ±100 the full control effect; nearly all actives have a fitted effect of over 60% in size; many of its hits are not listed in these tables
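HEK293 cells stably expressing RXFP1, treated 30 min at 37C with compounds plus PDE4 inhibitor Ro 20174; cAMP measured by HTRF TR-FRET. Normalized to buffer and 29 nM porcine relaxin; EC50 by Hill fit.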
D1 antag: human D1 dopamine receptor antagonism | HEK293 TREx D1 cells, calcium flux, dopamine EC80; active compounds read low | activity change, negative = inhibition, % at 10 µM | actives 3.2% (n = 360,000); in the data active means activity change below about -30%; further: on the % scale 0 is the no-effect control and ±100 the full control effect
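Calcium flux readout: force-coupled, inducible Hek293 Trex D1 line, cells induced overnight at 30 C with tetracycline, dye-loaded 30–90 min at RT. Antagonism scored against EC80 dopamine challenge given 180 s after compound.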
Glioma ERSR ind: induces the endoplasmic reticulum stress response in human glioma cells; U87-MG GRP78 promoter luciferase reporter, 16 h; Potency, µM, for the others: at the top dose activation, usual class: activators; actives 0.02% (n = 420,000); further: potency means the concentration at half of the fitted maximal effect; series mostly up to about 76 µM; % of control where 0% means no effect; nearly all actives have a fitted effect of over 35% in size
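ERSR induction read as luciferase luminescence (Bright-Glo, 10 min at room temperature) in stably transfected human U87-MG glioma cells exposed to compounds for 16 h, using GRP78 as sensor.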
The depositor's hits bear a star; ? = inconclusive; / = no result given; & = joins results of further samples. Unless noted, the call rests on the fitted dose curve; in most records, active means well fitted curve in the direction sought with a large enough effect; inconclusive means small, poorly fitted or top-dose-only effect, or another doubt; inactive means no such curve, though single readings can be large; an effect the other way counts as inactive or inconclusive. These rows are one share of the data; the hit share may differ from the screen's.

Compound	LDHA block	D2 PAM	D1 ag	D1 potentiator	Vif-A3G inh	Vif-A3F inh	RXFP1 ag	D1 antag	Glioma ERSR ind
COc1ccc(CCC(=O)OCc2csc(CC(=O)Nc3ccc(C)cc3)n2)cc1OC	-1	/	/	/	-1%	-17%	/	/	-2%
CCOc1ccc2[nH]c3nc(SCC(=O)NC4CCCC4)nnc3c2c1	-11	/	2	-13	?	-3%	-0.9%	-17	-2%
Cc1cccc(CNC(=O)Cc2ccc(NC(=O)N3CCCCc4ccccc43)cc2)c1	-4	12	6	-5	-5%	-2%	1.2%	-6	-2%
COCCCC1CCN(C(=O)C2CCC(=O)N(CCc3cccc(F)c3)C2)CC1 (stereo not given)	-6	0	0	-6	1%	9%	1.1%	-5	-3%
CCC(C)N(C(=O)COc1ccc(Br)cc1C=O)C1CCS(=O)(=O)C1 (stereo not given)	0	2	0	3	-3%	-8%	0.9%	1	-2%
Cc1ccc(NS(=O)(=O)c2ccc(-c3cc(C)no3)cc2)c(Br)c1	-1	-7	7	-3	-21%	-1%	-0.1%	-15	-4%
CSc1ccc(CN(C)C(=O)c2cc(=O)[nH]c3ccccc23)cc1	-6	-5	0	-4	4%	-28%	3.1%	-24	-5%
COc1ccccc1C(=O)NCCn1cc(SCc2ccc(C)cc2)c2ccccc21	2	12	-1	-4	-1%	-1%	-0.6%	-8	-2%
O=C(NNC1=NC2(CCCC2)Cc2ccccc21)c1cccnc1	-5	13	-1	-1	-1%	4%	0.2%	4	0%
CC1CCC2(CC1)NC(=O)N(Cc1nc(-c3ccccc3)no1)C2=O (stereo not given)	-5	-8	0	0	1%	-3%	0.0%	5	-3%
CCOC(=O)C(NC(C)=O)(Nc1ccc(S(=O)(=O)Nc2cc(C)on2)cc1)C(F)(F)F (stereo not given)	-2	/	0	-3	0%	4%	-0.5%	0	-7%
O=C(O)Cn1cc2c(n1)CCCC2	-3	17	3	-1	0%	-1%	-0.1%	-8	-5%
Cc1ccc(COc2cccc3c2CCN(Cc2ccc(F)cc2)C3=O)cc1	-2	1	23	-2	-1%	-6%	3.3%	-5	-4%
CC(C)(C)c1cc(CCC(=O)NCCc2ccccn2)cc(C(C)(C)C)c1O	-5	3	0	-3	-5%	0%	2.4%	3	4%
CCC(C)Nc1nc2c(C)cccn2c(=O)c1C=Nc1ccc(OC)cc1 (stereo not given)	1	6	4	6	0%	2%	0.0%	18	-1%
C[C@H]1CN([C@@H](C)CO)C(=O)CCCn2nncc2CO[C@H]1CN(C)C(=O)c1ccccc1	-7	/	/	/	1%	-5%	/	/	3%
Cn1c(SCC(=O)Nc2cccc(F)c2)nnc1-c1cccnc1	-12	-8	2	-2	1%	0%	-0.7%	4	-1%
CS(=O)(=O)N(CCc1ccccc1)CC(=O)NCc1cccnc1	0	-1	2	-5	1%	4%	1.0%	5	-4%
CCCOc1ccc(C2=CSC3=NCCN23)cc1	-7	8	-2	-5	0%	2%	1.6%	-3	-3%
C/C(=N\NS(=O)(=O)c1cccc([N+](=O)[O-])c1)c1cccnc1	-2	-5	2	14	-3%	6%	0.6%	39	-3%
Cc1onc(-c2ccccc2)c1C(=O)N/N=C/c1ccc([N+](=O)[O-])s1	2	0	19	1	-23%	0%	1.5%	-21	-7%
CCn1ccnc1C(O)c1cccc2ccccc12 (stereo not given)	-6	16	5	10	-12%	-5%	-2.3%	16	1%
O=C(NCc1noc2ccccc12)N1CCN(c2ccccc2F)CC1	-2	3	-1	-5	2%	-3%	0.4%	-28	1%
CCOC(=O)CC1C(C(=O)OCC)ON2OC(C(=O)OC)C(C(=O)OCC)C12 (stereo not given)	-2	11	0	-3	4%	5%	-0.1%	-2	-7%
Cc1cc(C)cc(NC(=O)c2cccn2-c2ncc(C(F)(F)F)cc2Cl)c1	8	/	/	/	-18%	-4%	0.4%	/	7%
CC(C)N(CC#CC(O)(c1ccccc1)c1ccccc1)CCO	2	10	4	-4	0%	-8%	2.3%	4	-6%
O=C(NNS(=O)(=O)c1ccc([N+](=O)[O-])cc1)c1cnn(-c2ccccc2)c1-n1cccc1	7	29	0	-6	-10%	-5%	0.9%	7	-4%
CCCc1cc(=O)[nH]c(SCC(=O)Nc2ccc(S(=O)(=O)N3CCCC3)cc2)n1	-2	/	/	/	2%	1%	/	/	-6%
O=C(/C=C(/c1ccc(Cl)cc1)n1cncn1)c1ccccc1	2	-8	0	-2	-8%	?	0.4%	12	1%
NS(=O)(=O)c1ccc(CCNC(=O)c2nc(SCc3ccccc3F)ncc2Cl)cc1	-11	-2	-1	3	-3%	-7%	?	-7	-3%
COc1cc(C(=O)OCC(=O)NC2CC2)cc(OC)c1OC	-3	-5	3	-5	-2%	-1%	0.1%	-7	2%
COC(=O)Cc1csc(NC(=O)CSc2nncn2C)n1	-9	/	/	/	0%	-6%	/	/	-4%
O=C(NCC(=O)N(c1ccccc1F)C(C(=O)NC1CCCC1)c1ccncc1)c1ccco1 (stereo not given)	-1	4	3	-1	-1%	3%	-3.9%	-6	-6%
CN(C(=O)C1CCN(c2ncnc3c2nc2n3CCCCC2)CC1)C1CCCCC1	2	-11	0	-3	1%	2%	11%	12	-3%
CC(NC(=O)CNC(=O)[C@@H]1Cc2ccccc2CN1)c1ccccc1 (stereo not given in full)	-1	4	3	1	0%	-8%	1.8%	66	-3%
Cc1nnc(NC(=O)c2ccccc2C(=O)O)s1	-9	3	1	-1	0%	-1%	-0.5%	0	-4%
O=C(NNS(=O)(=O)c1ccccc1)C1CCN(S(=O)(=O)c2ccc(Cl)cc2)CC1	3	11	0	-6	2%	1%	-0.2%	6	-4%
Cc1cc2oc(=O)cc(CN3CCC(C)CC3)c2c(C)c1Cl	-9&3	21	2	10	-4%	1%	2.2%	1	0%
Cc1c(C(C)(C)C)c(C=S)n2ccccc12	2	2	2	-1	2%	7%	0.2%	4	-1%
O=S(=O)(Nc1ccccn1)c1cccc(S(=O)(=O)c2ccc(Cl)cc2)c1	-5	6	13	-12	0%	-28%	-0.1%	-24	-5%
Cc1cc(NC(=O)CN2C(=O)NC(C)(CCc3ccccc3)C2=O)no1 (stereo not given)	-1	-1	5	6	9%	14%	-1.2%	-7	-3%
Cc1ccc(C(=O)N2CC(=O)Nc3ccc(F)cc3C2c2ccc(F)cc2)cc1[N+](=O)[O-] (stereo not given)	-3	8	6	15	-2%	6%	0.4%	11	-5%
CCOC(=O)C1(Cc2cccc(F)c2)CCN(C(=O)Cc2cccnc2)CC1	-5	-13	0	7	4%	0%	-0.6%	-11	-3%
Cc1c(Br)c([N+](=O)[O-])nn1CC(=O)Nc1ccc(CC#N)cc1	/	1	3	-12	/	/	-0.7%	-13	/
COCCNC(=O)c1c[nH]n2c(=O)cc(C3CCN(C(=O)OC(C)(C)C)CC3)nc12	1	/	6	/	-3%	4%	2.5%	-6	1%
N#CCSc1nnc(Cc2cccs2)n1C1CCCCC1	-2	5	1	-6	1%	-7%	1.6%	-14	-4%
COCCN(C(=O)CSc1nnc(-c2ccc(F)cc2)n1N)c1c(N)n(CC(C)C)c(=O)[nH]c1=O	0	/	/	/	-1%	2%	/	/	1%
CC(Sc1nc(-c2ccc(F)cc2)cs1)C(=O)N1c2ccccc2CC1C (stereo not given)	-4	11	5	0	-5%	?	0.5%	5	-4%
CCn1c(-c2cc(-c3ccc(OC(C)C)cc3)nc3ccccc23)n[nH]c1=S	0	-12	1	-3	0%	0%	2.0%	-5	11%
O=C1C=C(N2CCOCC2)CCC1	-1	/	/	/	0%	-4%	/	/	-4%

Later entries:
Compound	LDHA block	D2 PAM	D1 ag	D1 potentiator	Vif-A3G inh	Vif-A3F inh	RXFP1 ag	D1 antag	Glioma ERSR ind
Cn1c(CN2CCCCC2)nc2cc(NC(=O)c3ccc(Cl)cc3)ccc21	-4&-2	10&-19	6&2	-7&0	7%&-1%	0%&-6%	2.2%&-1.4%	-3&-17	-4%&4%
Cc1ccc(S(=O)(=O)Cc2nc(-c3ccc(C(=O)NCc4ccccc4)cc3)oc2C)cc1	-11	-8	4	-8	1%	6%	1.6%	2	-5%
O=C(CCN1C(=O)c2ccccc2C1=O)NCc1cccc(Cl)c1	-6	10	0	-6	1%	-14%	0.1%	-22	-3%
O=C1NC(=Nc2ccc(F)cc2)CS1	-9	11	4	-9	0%	-1%	0.7%	-21	-3%
O=C(c1cccs1)N1CCC(c2nc3ccccc3s2)CC1	-11	7	13	-6	5%	-2%	4.3%	-19	0%
Cc1ccc(S(=O)(=O)Nc2c(NC3CCCCC3)c3ccccc3oc2=O)cc1C	-3	11	4	1	3%	8%	0.2%	12	-6%
COc1ccccc1C(=O)NCCOc1ccc(C)c(C)c1	-11	5	2	-6	1%	2%	0.4%	8	5%
C/C(=N\Nc1cc(N2CCOCC2)ncn1)c1ccc(O)cc1	-5	7	0	0	3%	1%	-4.1%	-22	6%
CC1(c2nnc(Cc3ccccc3)o2)CC(c2cccc(Cl)c2)=NO1 (stereo not given)	0	18	8	4	-6%	-1%	-0.9%	9	-4%
CC(NC(=O)C1CCC(C(C)(C)C)CC1)C(c1ccccc1)N1CCOCC1 (stereo not given)	2	-6	2	2	0%	12%	1.1%	0	-1%
COc1ccc(CCN2C(=O)c3cccc4cccc(c34)C2=O)cc1OC	1	1	2	-1	0%	-3%	0.0%	4	-2%
CCCOC(=O)c1c(N)sc2c1CCC2	-2	6	3	2	0%	7%	7.3%	3	5%
CC(=O)N(Cc1cccnc1)c1cccc(-c2nc3ccccc3s2)c1	-11	2	16	-4	-1%	7%	-0.4%	-14	-1%
